HTR5A inv ag = HTR5A inverse agonism, opioid heterodimer counter-screen; P47898; HTR5A cell line, luminescence; inhibition, % at 9.3 µM; hit rate 0.083% among 340,000; in the data active = inhibition mostly above about 23%, no sharp cut-off; inactive = mostly below about 18%;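 note: 0% = cells with DMSO and 100% = no-cell wells with DMSO; some compounds called inactive have numbers as strong as hits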
Target sequence (P47898 whole entry, looked up): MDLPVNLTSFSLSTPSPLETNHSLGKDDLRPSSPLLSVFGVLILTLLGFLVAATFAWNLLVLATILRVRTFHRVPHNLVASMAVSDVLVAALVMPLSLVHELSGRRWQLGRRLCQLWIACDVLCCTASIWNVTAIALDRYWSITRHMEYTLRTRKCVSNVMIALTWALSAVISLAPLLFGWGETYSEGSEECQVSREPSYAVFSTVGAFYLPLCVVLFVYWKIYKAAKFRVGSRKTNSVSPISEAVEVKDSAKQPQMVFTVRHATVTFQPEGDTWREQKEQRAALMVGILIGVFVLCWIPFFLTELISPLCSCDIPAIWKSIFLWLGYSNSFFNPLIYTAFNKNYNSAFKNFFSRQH
PfHsp90 set2 = inhibits growth of yeast expressing Plasmodium falciparum Hsp90. S. cerevisiae expressing PfHsp90, BacTiter-Glo ATP, 48 h; yeast lacking PDR1 and PDR3 efflux regulators. inhibition, % at 9.4 µM. hit rate 0.32% among 310,000;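 active = every replicate shows inhibition above about 80%, whatever the replicate mean, limit read from the data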;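 note: 0% = DMSO neutral controls and 100% = 20 µM radicicol positive controls; yeast relying on Plasmodium falciparum Hsp90 in place of its own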
PKA-R1A activ = activators of PKA-R1A complex. P00514+P68181. PKA-R1A dissociation, Cy5-IP20 fluorescence polarization; scaled: DMSO 0%, 113 µM cGMP 100%. activation, % at 11.4 µM. hit rate 0.083% among 340,000. AID 504707;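 active = percent activation above the mean of all tested compounds plus 3 SD, cut at about 19% in these data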;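 note: higher means more PKAc released from R1A so a rise in polarization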
Tat export inh = E. coli Tat transport inhibition; E. coli MC4100 TorA-mCherry Tat export, fluorescence; inhibition, % at 10 µM; hit rate 0.036% among 340,000; AID 488895;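 active = mean replicate inhibition at least 50% and at least half of replicates individually reaching 50%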;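 note: exported cargo escapes ClpAP degradation while cytoplasmic cargo is degraded and loses fluorescence; 0% = median of neutral control wells and 100% = median of NaSCN control wells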
Ecoli viability = bacterial growth inhibition, counter-screen for AddAB inhibitors | inhibition, % at 11.9 µM | E. coli V3065 growth, OD600 absorbance, 18 h | AID 449728 | hit rate 0.27% among 330,000;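 active = inhibition above the campaign's mean inhibition across all tested compounds plus 3 SD, cut at about 9.9% in these data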;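 note: uninfected addAB+ strain grown without phage in ampicillin broth; 0% = DMSO wells and 100% = ciprofloxacin 0.95 µg/ml wells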
PKA-R2B act = activators of human PKA-R2B complex | P22694+P31323 | PKA-R2B holoenzyme dissociation, Cy5-IP20 fluorescence polarization; R2B truncated from residue 108, S112A mutant; 0% DMSO only, 100% 113 µM cGMP | activation, % at 11.4 µM | hit rate 0.079% among 340,000 | AID 504700;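 active = activation above a cutoff set at the mean over all compounds plus 3 SD, cut at about 18% in these data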;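 note: higher means more holoenzyme dissociation and a rise in polarization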
Target sequence (P31323 whole entry, looked up, other chains not shown, the tested form may be a part): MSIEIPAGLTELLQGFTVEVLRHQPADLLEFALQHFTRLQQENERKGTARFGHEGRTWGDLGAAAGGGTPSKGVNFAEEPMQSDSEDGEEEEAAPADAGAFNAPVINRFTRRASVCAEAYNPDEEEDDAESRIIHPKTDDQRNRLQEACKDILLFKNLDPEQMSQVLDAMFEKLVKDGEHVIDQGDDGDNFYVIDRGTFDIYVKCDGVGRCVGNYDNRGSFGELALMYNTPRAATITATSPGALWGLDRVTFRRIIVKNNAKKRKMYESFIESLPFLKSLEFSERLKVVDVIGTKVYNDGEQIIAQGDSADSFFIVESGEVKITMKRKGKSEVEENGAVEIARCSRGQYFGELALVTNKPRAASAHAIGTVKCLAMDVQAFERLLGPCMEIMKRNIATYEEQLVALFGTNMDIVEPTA
phage Ecoli inh = E. coli growth loss with phage present; hit rate 0.26% among 360,000; growth absorbance; inhibition, % at 11.9 µM; AID 651602; in the data active = inhibition above about 11%
MOR-DOR inv ag = inverse agonist of human OPRM1-OPRD1 heterodimerization. cell-based MOR-DOR heterodimer luminescence, inverse agonism. inhibition, % at 9.3 µM. hit rate 0.21% among 340,000; in the data active = inhibition above about 22%, passing the limit was not always enough;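 note: 0% = cells with DMSO and 100% = wells without cells with DMSO; values of inactives mirror those of a sister screen read the other way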
AddAB inh = less growth of phage-infected E. coli with AddAB; E. coli expressing H. pylori AddAB, absorbance growth; inhibition, % at 11.9 µM; AID 435030; hit rate 0.29% among 330,000; in the data active = inhibition above about 12%;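 note: 0% = vehicle wells of infected cells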
MOR-DOR ag = OPRM1-OPRD1 heterodimerization agonism; activation, % at 9.3 µM; cells, luminescence; hit rate 0.3% among 340,000; AID 504326; in the data active = activation above about 18%;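 note: 0% = vehicle-treated cells and 100% = reference agonist; values of inactives mirror those of a sister screen read the other way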
SUMO Mot1 rescue = inhibitors of SUMOylation pathway: yeast Mot1-301 growth rescue; S. cerevisiae Mot1-301 growth rescue, ATP luminescence, 38.5C; percent above DMSO median, 100 means doubled; growth rescue, % at 18.8 µM; hit rate 1% among 320,000;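 active = every valid replicate shows activation above 250% relative to neutral control wells; inactive = the rest, any valid replicate at or below 250%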;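 note: OY570 slx delta 5 strain wells were the positive control but not used for scaling; some compounds called inactive have numbers as strong as hits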
* marks the source's active call; other numbers are inactive results; i = inactive; · = not tested or not shown.

SMILES	HTR5A inv ag	PfHsp90 set2	PKA-R1A activ	Tat export inh	Ecoli viability	PKA-R2B act	phage Ecoli inh	MOR-DOR inv ag	AddAB inh	MOR-DOR ag	SUMO Mot1 rescue
COc1ccc(C(=O)NCC(=O)OCC(=O)Nc2c(C)n(C)n(-c3ccccc3)c2=O)cc1	-9	-6	-10	-2	-1.2	5	2.8	11	1.0	-2.2	·
COc1ccccc1N(C)S(=O)(=O)c1ccc(C(=O)OCC(N)=O)cc1	6	2	-2	6	0.7	-4	3.0	2	1.6	-0.4	-11
O=C(c1cn(-c2ccccc2)nc1-c1ccccc1)n1nnc2ccccc21	7	7	-10	1	3.2	0	0.8	9	3.9	-1.7	-7
Cc1cc(NC(=O)c2cc(-c3cccs3)on2)no1	7	3	9	-2	0.6	9	·	-6	-0.9	1.1	11
Oc1ccccc1N1CCN(CC(O)COCc2ccccc2Cl)CC1 (stereo unspecified)	25	-1	-7	1	-1.2	-13	-0.3	9	3.5	-1.6	i
CCC1Oc2ccccc2N(CC(=O)N2CCOCC2)C1=O (stereo unspecified)	18	4	8	-8	-1.6	-8	2.3	10	3.3	-1.4	-10
Cc1ccc(S(=O)(=O)N2CCOCC2)cc1C(=O)NC1CCCCCC1	2	10	-6	1	0.0	1	2.1	9	-0.7	-1.3	-21
CC(=O)N1c2ccccc2NC2=C(C(=O)CC(C)(C)C2)C1c1cccn1C (stereo unspecified)	1	30	2	0	0.6	-4	-1.1	13	3.3	-2.7	-1
CN(C)CCCNC(=O)c1cc(Br)ccc1Cl	12	-2	-1	-2	0.6	0	3.0	10	1.7	-1.9	8
CC(C)(C)c1ccc(C(=O)NNc2cc(N3CCOCC3)nc(N3CCOCC3)n2)cc1	-16	19	-2	0	-2.2	-13	4.6	6	-2.6	-1.2	53
COc1ccc(CNC(=O)COC(=O)Cc2ccc(Cl)cc2Cl)cc1	-9	-4	6	-5	-2.2	-12	4.5	5	2.9	-0.8	2
NC(=O)C1CCCN(Cc2c(C(=O)N3CCc4ccccc4C3)nc3ccc(Cl)cn23)C1 (stereo unspecified)	9	11	-1	-8	-2.4	4	0.6	-38	-1.0	6.6	10
Cc1csc(=N)n1-c1ccc(Cl)cc1	-4	-9	0	-1	-0.2	4	3.0	-7	-1.0	1.2	20
CCCCNC(=S)N1CCN(C(c2ccccc2)c2ccccc2)CC1	-5	-23	-1	3	0.7	-13	5.1	-4	-1.0	0.7	99
COc1ccc2c(c1)N(S(=O)(=O)c1ccccc1)CCC2=O	19	-9	-7	-6	1.7	-5	3.5	5	4.6	-1.0	128
CCNC(=O)NC(=O)COc1ccccc1C#N	7	4	3	-2	4.5	3	-1.7	-7	2.6	1.2	9
Cc1ccc(C)c(S(=O)(=O)N2CCCOC2CNC(=O)C(=O)NC2CC2)c1 (stereo unspecified)	-10	12	-8	0	0.2	-6	1.6	1	0.1	-0.3	-9
COc1ccc2c(c1)[C@H]1[C@H](CO2)[C@H](c2ccccc2)[C@]2(C)C(=O)Nc3ccc(F)cc3C(=O)N12	-13	-12	1	0	-0.6	2	2.1	-9	0.9	1.5	904*
CCc1ccccc1NC(=O)CSc1nnc([C@@H]2CCCN2C(=O)OC(C)(C)C)o1	-22	6	2	6	-0.8	3	-2.6	2	1.5	-0.3	-2
O=C(CSc1nc2ccccc2c(=O)[nH]1)N1CCCCCC1	1	-4	-4	0	1.9	5	1.7	14	1.3	-2.6	9
Cc1nc(Nc2ccccc2)c2oc3ccc(Cl)cc3c2n1	-8	-1	8	-2	-1.0	5	0.0	-45	-1.7	9.6	-4
COc1cc(OC)c(OC)cc1CN1CCN(Cc2ccc(SC)cc2)CC1	-1	-23	3	0	-1.0	4	1.2	15	-1.2	-3.2	49
Cc1cc(C)n(CCC(=O)N=Nc2c(O)[nH]c3ccccc23)n1	3	-10	-4	-1	3.0	4	0.8	10	2.8	-1.9	-18
CC(C)C[C@@H](COc1ccccc1)N1CCN(Cc2ccccc2)CCC1=O	-15	1	4	0	3.4	-23	0.6	-53	4.1	9.0	5
O=C1/C(=C/c2ccncc2)Oc2cc(OS(=O)(=O)c3ccccc3)ccc21	1	-4	-7	-3	0.4	1	0.5	9	-0.4	-1.7	-6

One compound at a time (already shown):
CC(C)(C)c1ccc(C(=O)NNc2cc(N3CCOCC3)nc(N3CCOCC3)n2)cc1 is listed with HTR5A inv ag = -16; PfHsp90 set2 = 19; PKA-R1A activ = -2; Tat export inh = 0; Ecoli viability = -2.2; PKA-R2B act = -13; phage Ecoli inh = 4.6; MOR-DOR inv ag = 6; AddAB inh = -2.6; MOR-DOR ag = -1.2; SUMO Mot1 rescue = 53
O=C1/C(=C/c2ccncc2)Oc2cc(OS(=O)(=O)c3ccccc3)ccc21 is listed with HTR5A inv ag = 1; PfHsp90 set2 = -4; PKA-R1A activ = -7; Tat export inh = -3; Ecoli viability = 0.4; PKA-R2B act = 1; phage Ecoli inh = 0.5; MOR-DOR inv ag = 9; AddAB inh = -0.4; MOR-DOR ag = -1.7; SUMO Mot1 rescue = -6

(next part)
SMILES	HTR5A inv ag	PfHsp90 set2	PKA-R1A activ	Tat export inh	Ecoli viability	PKA-R2B act	phage Ecoli inh	MOR-DOR inv ag	AddAB inh	MOR-DOR ag	SUMO Mot1 rescue
CN(C)C1(CNC(=O)C2CCN(S(=O)(=O)c3c(Cl)cccc3Cl)CC2)CCCCC1	8	16	-2	-6	-1.4	-1	4.6	-7	-1.0	1.1	68
Clc1ccc(N2CCN(Cc3ccc(Br)o3)CC2)cc1	-14	5	-3	1	-0.3	-11	2.4	-16	3.2	2.8	-13
NC(=O)C1CCN(C(=O)CCNS(=O)(=O)c2cc(Br)cnc2N)CC1	-15	-6	-7	-2	3.5	6	1.7	4	0.4	-0.7	-11
CC(=O)c1cccc(NC(=O)c2oc(C)nc2C)c1	-9	1	-5	-5	-1.0	11	4.2	11	3.1	-2.0	-13
Cc1cc(N2CCOCC2)nc(SCC(=O)c2ccc(Cl)cc2)n1	-17	5	-4	-4	-0.6	5	3.5	14	1.4	-2.5	·
Cc1nn(-c2ccccc2)nc1C(=O)Nc1nnc(C(F)(F)F)s1	8	-51	-7	-2	3.2	3	2.8	-4	7.2	0.7	-15
O=C1c2ccccc2C(=Nc2ccccc2)C1c1cccc(Br)c1 (stereo unspecified)	13	21	8	1	1.3	-3	1.5	-32	-1.1	6.1	538
CN(NS(=O)(=O)c1ccccc1)c1nc2ccccc2nc1C(F)(F)F	-7	7	-8	1	-2.4	-3	2.4	4	-0.2	-0.8	1
C=CCNC(=O)COC(=O)c1ccccc1C(=O)N(C)C1CCCCC1	11	13	-10	2	-1.6	-7	3.9	-8	-1.7	1.1	-3
CSc1ncccc1C(=O)NCC(=O)Nc1ccc(F)c(F)c1	-4	-8	-3	-3	-0.2	-9	0.1	15	-1.0	-4.7	279
COc1ccc(NC2CCCN(C(=O)c3csc(C)n3)C2)cc1 (stereo unspecified)	12	-7	-3	4	2.5	-4	1.3	11	2.5	-3.3	774*
NC(=NCCc1ccccc1)NS(=O)(=O)c1ccc(F)cc1	9	2	5	5	2.6	5	2.7	6	6.8	-1.3	-9
O=C(Nc1ccccc1Br)C1CCC(=O)N1Cc1ccccc1Cl (stereo unspecified)	-19	·	-4	2	1.3	0	-0.8	18	6.5	-3.5	195
COc1ccc(NC(C)=O)cc1C#N	6	-15	-5	-1	-1.9	-11	1.8	19	1.5	-4.2	·
CCC1CCCCN1CCCNC(=O)CCC(=O)N1CC(C)Oc2ccccc21 (stereo unspecified)	5	-5	-3	-3	0.5	2	1.4	5	-0.3	-0.8	-19
CC(=O)NCCC(=O)Nc1nc(-c2ccccc2Cl)cs1	-5	10	-9	-3	-0.7	3	4.6	7	1.4	-1.3	31
C[C@H]1CN([C@@H](C)CO)C(=O)c2cccc(NC(=O)c3ccc(-c4nccs4)cc3)c2O[C@@H]1CN(C)C(=O)NC1CCCCC1	8	-2	-8	1	-1.1	-10	2.3	12	-0.8	-2.2	-16
CCOC(=O)c1ccccc1NC(=O)c1cccc2c1C(=O)N(C1CCN(C(=O)OCC)CC1)C2	-10	-16	5	-4	-0.4	4	0.8	7	3.2	-1.1	-8
O=C(CSc1nnc(CNC(=O)c2ccccc2)o1)Nc1nccs1	-7	11	1	3	-0.5	2	1.4	-4	0.8	0.8	-2
O=S(=O)(Nn1cnnc1)c1ccc(F)cc1	·	-10	·	-1	0.9	·	3.0	·	4.4	·	-2
Cc1noc(C)c1COc1ccc(C(=O)NCC(c2c(F)cccc2Cl)N(C)C)cc1 (stereo unspecified)	10	·	-6	-3	·	-7	1.6	5	·	-1.0	·
O=C(c1ccc2c(c1)N(Cc1ccccc1)C(=O)c1ccccc1S2)N1CCCC1	-18	5	-5	1	1.5	0	2.3	3	-0.2	-0.6	-14
COc1ccc(/C=C/C(=O)Nc2cc(F)ccc2C)cc1S(=O)(=O)N1CCOCC1	-8	·	-6	-6	0.6	6	1.5	10	1.2	-2.1	·
CCc1ccc2c(c1)C1(NN=C(c3ccc(C)cc3)S1)C(=O)N2 (stereo unspecified)	-26	-73	-14	-12	-3.5	-20	-2.7	-26	-1.8	4.5	-32
O=C1CC(N2CCN(c3nc4ccccc4s3)CC2)C(=O)N1Cc1cccs1 (stereo unspecified)	-1	105*	1	8	-1.3	-5	3.8	5	0.1	-1.1	-22

The list goes on:
SMILES	HTR5A inv ag	PfHsp90 set2	PKA-R1A activ	Tat export inh	Ecoli viability	PKA-R2B act	phage Ecoli inh	MOR-DOR inv ag	AddAB inh	MOR-DOR ag	SUMO Mot1 rescue
CCOC(=O)Cn1c(=N)n(Cc2ccccc2F)c2ccccc21	27	16	3	-4	0.8	-10	2.5	-3	-1.3	0.5	5
O=C(Cn1cnc2ccccc21)N/N=C/C(Br)=C/c1ccccc1	·	-41	-19	1	1.1	6	1.5	·	6.6	·	-20
O=C(O)c1ccc(Cn2nnc3sc4c(c3c2=O)CCCC4)cc1	·	-40	·	-5	-1.7	·	2.2	·	-1.2	·	-6
Cc1cccc(-n2c(O)c(C=NC3CCS(=O)(=O)C3)c3ccccc3c2=O)c1C (stereo unspecified)	19	2	-5	2	-0.6	2	1.7	11	0.6	-2.2	10
CC1=CC(C)(C)Nc2ccc(OC(=O)c3cccnc3)cc21	-2	11	5	0	1.9	4	2.8	16	-1.1	-3.2	50
CC(=NNC(=S)Nc1ccc(C)cc1)c1ccccn1	28	42	4	8	·	-2	13*	-8	·	1.6	·

High-throughput results (PubChem BioAssay)
